KDM5B inh – blocks human KDM5B histone demethylase activity | Q9UGL1 | KDM5B demethylase, FDH-coupled NADH fluorescence (FDH is formaldehyde dehydrogenase) | Potency, µM (series often up to 57.7 µM), without a hit: at the highest dose activity change, negative = inhibition, usual class: inhibitors | 220,000 tested, 2.6% active | AID 1347165; active = well fitted inhibition curve with a large enough effect; inconclusive = small, poorly fitted or top-dose-only effect; inactive = no such curve, though single readings can be large or run the other way; also: 0% is about no effect; nearly all actives have a fitted effect of over 70% in size
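Inhibition is measured as reduced NADH fluorescence generation from FDH coupling to formaldehyde release. Truncated KDM5BΔAP at 200 nM final acts on H3K4me3 peptide (12.5 µM in substrate mix) in pH 7.5 HEPES buffer with Tween-20, 30 min, room temperature.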
* marks the source's active call; other numbers are inactive results; i = inactive; u = inconclusive; [ ] = another dose, or the depositor's remark. Potency is read from the fitted curve at half-maximal effect.

canonical_smiles	KDM5B inh
Cc1ccc(-c2noc(-c3nc(Cc4ccccc4)no3)n2)cc1	-24%
CCOc1ccc(C(=O)Nc2cccc(OCc3cc(=O)n4ccccc4n3)c2)cc1	u
O=C(COC(=O)c1cc(=O)c2ccccc2o1)NC1CCCCCC1	1%
O=C(Cn1c(=O)oc2cc(S(=O)(=O)N3CCCCCC3)ccc21)Nc1ccc(F)cc1F	u
COC(=O)[C@]12C[C@H](CC(=O)NCc3ccc(C)o3)C(=O)N(Cc3ccco3)C1=C[C@H](C(C)C)O[C@@H]2C1CC1	-9%
Cc1ccc(NS(=O)(=O)c2ccc(-c3cnc(C)o3)cc2)cc1	-2%
CCN(CC)C(=O)c1cccc(NS(=O)(=O)c2cccs2)c1	-2%
COCCOC1CCOC2(CCN(C(=O)c3cnccn3)CC2)C1 (stereo not given)	-4%
COc1ccc(NC(=O)CCc2ncc(-c3ccccc3Cl)o2)c(OC)c1	-6%
COc1cc(NC(=S)N2CCOCC2)c(OC)cc1Cl	-1%
CCCCCCCCNC(=O)c1ccncc1	-4%
O=C(O)Cc1sc(NC2CC2)nc1-c1ccccc1	6%
O=C1CCCN1CCCN1C(=O)[C@H]2CN(Cc3ccc(F)c(Cl)c3)C[C@H]2C1=O	2%
Cc1cc(C)c2c(N)c(-c3nnc(SCc4ccc(Cl)cc4)n3C)sc2n1	i
Clc1cccc(-n2ncc3c(N4CCCCCC4)ncnc32)c1	0%
COc1cc2ncc3c(-c4ccc(C)cc4)nn(-c4ccc(F)cc4F)c3c2cc1OC	-19%
COc1ccc2c(=O)c(-c3ccccc3OC)c(C(F)(F)F)oc2c1	14%
CN1C(=O)N(C)C2(CCN(CCOc3ccc(F)cc3)C2)C1=O (stereo not given)	u
CC(C)c1cc(C(=O)O)c2c(C3CC3)nn(-c3ccccc3)c2n1	-5%
O=C(COc1ccc(F)cc1F)N1CCN(C(=O)C2CCCO2)CC1 (stereo not given)	-2%
COc1ccc(C2Cn3nnc(-c4nc(-c5ccc(C(F)(F)F)cc5)no4)c3CO2)cc1 (stereo not given)	29%
CCC(Oc1ccccc1F)C(=O)NCc1csc(-c2ccc(C)cc2)n1 (stereo not given)	-20%
Cn1cccc1C(=O)N1C[C@@H](NC(=O)Nc2ccc(F)cc2F)C[C@H]1C(=O)N[C@H](Cc1c[nH]c2ccccc12)C(N)=O	-9%
CCOC(=O)c1ccccc1NC(=O)CSc1c(CC(C)C)cnc2c1c(=O)n(C)c(=O)n2C	4%
CCCN1CCN(CCCNC(=O)Cn2c(-c3cccs3)cc3ccccc32)CC1	u
COc1ccccc1N(C)S(=O)(=O)c1ccc(C(=O)Nc2cccc(S(=O)(=O)N3CCOCC3)c2)cc1	-21%
Cc1ccc(Nc2nc(N3CCCC3)nc3nccnc23)c(C)c1	-7%
COc1cccc(S(=O)(=O)NCC(=O)N2CCCCCNC(=O)CC2c2ccccc2)c1 (stereo not given)	11%
O=C(CN1C(=O)NC(c2ccc(Cl)cc2)C2=C1COC2=O)Nc1ccccc1 (stereo not given)	-20%
COCCOc1cc(C)c2c(c1C)C[C@H]([C@H](C)C(=O)Nc1ccccn1)CC2	u
Cc1nc([C@@H]2CN(C(=O)c3cc(C)n(Cc4ccco4)c3C)C[C@H]2C(N)=O)n[nH]1	-26%
CCCCn1c(N)c(N(CC(C)C)C(=O)c2ccc(Br)s2)c(=O)[nH]c1=O	-3%
Cc1ccccc1CCNC(=O)c1ccc2c(c1)nc1n2CCOC1	-14%
O=C(c1nc2sccn2c1Br)N1CCC(N2CCCCCC2=O)CC1	-7%
CN(C)[C@@H]1CN(C(=O)c2ccc(F)cc2)CC[C@]1(O)c1ccccc1	13%
CCCc1nn(-c2ccccc2)c(=O)n1CC(=O)N(C)Cc1cnn(C)c1C	-7%
O=C(COc1ccccc1)N[C@H]1[C@H](O)[C@H](O)C[C@@H]1c1ccc(C(F)(F)F)cc1	-2%[86.2 µM]
COc1ccc(C(=O)N2CCC(N3C[C@H](O)C[C@H]3C(=O)NCc3cccnc3)CC2)cn1	-18%
Cc1cc(Br)cc(C)c1C(=O)O	-15%
Cc1cccc(-n2nc(C)c(CCC(=O)NC3CC3)c2Oc2ccccc2C)c1	-28%
CCC1CCCCN1CC(=O)N1CCCc2c1c(=O)oc1ccc(OCc3ccccc3)cc21 (stereo not given)	u
CC(C)(CC(=O)O)CC(=O)N[C@H]1CO[C@H]2[C@@H]1OC[C@@H]2n1nnnc1Oc1ccc(-n2cncn2)cc1	25%
COc1ccc(CNC(=O)c2noc(-c3ccc(F)cc3)n2)c(OC)c1	-6%
Cc1ccc(N/N=C/c2ccc(C)s2)cc1	-25%
COCc1cc(C[C@@H]2CC[C@H](O)[C@@H](CN(C(=O)Nc3ccccc3OC)C(=O)Nc3ccccc3OC)O2)no1	17%
Cc1ncccc1C(=O)N1CCC2(CC1)CC(N(Cc1ccccc1)C1CC1)CCO2 (stereo not given)	7%
COc1ccc(C(=O)N2CCC(n3c(C)cnc3-c3ccccc3)CC2)c(OC)c1	-4%
Cc1nc2ccccc2nc1CN1C(=O)C(=O)N(C2CCCC2)C1=O	-4%
O=C(Nc1cc(C(F)(F)F)ccc1Cl)C(F)(F)C(F)(F)C(F)(F)C(F)(F)C(=O)Nc1cc(C(F)(F)F)ccc1Cl	4%
COc1ccc(Nc2nc(C)nc(N)c2S(=O)(=O)c2ccccc2)cc1	u
C[N+](C)(C)c1ccc(/C=N/N=C/c2ccccc2)cc1	-14%
O=C(CCc1ncc(-c2ccccc2Cl)o1)N1CCN(S(=O)(=O)c2ccccc2Cl)CC1	2%
Cc1ccc(-n2cnnc2SCc2nc3ccccc3o2)c(C)c1	13%
COc1cccc(C2=NS(=O)(=O)N(C)C(C(=O)Nc3ccn(Cc4ccc(C)cc4)n3)=C2)c1	-11%
N#Cc1ccc(S(=O)(=O)N2CCC(C(=O)Nc3nc4c(s3)CCC4)CC2)cc1	-20%
CCOC(=O)N[C@H](Cc1c[nH]c2ccccc12)C(=O)Nc1cccc(Cl)c1	-17%
Cc1ccc(S(=O)(=O)NCC(=O)OCC(=O)Nc2cccc(S(=O)(=O)NC3=NCCCCC3)c2)cc1C	4%
CCOc1ccc(C(=O)Nc2cc(-c3nc4ccccc4o3)ccc2C)cc1Cl	u
O=C(NCc1ccncc1)c1ccc(NS(=O)(=O)c2ccc3[nH]c(=O)[nH]c3c2)cc1	14%
O=C1CCN(S(=O)(=O)c2ccccc2)CCCN(C2CCOCC2)CCN1	-9%

Additional results follow.
canonical_smiles	KDM5B inh
COc1ccc(NC(=O)CCNS(=O)(=O)c2ccc3c(c2)CCCC(=O)N3)cc1	-40%
Nc1ccc(-c2ccc(CO)o2)cc1	-20%
CCCCN(CC)CCCNC(=O)Cn1ncc2c3ccccc3n(Cc3ccccc3F)c2c1=O	u
CC(c1cccs1)N(C)Cc1ccc(N(C)C)cc1 (stereo not given)	11%[86.2 µM]
O=C(Nc1cc(F)ccc1F)c1cc2nc(-c3ccco3)cc(C(F)(F)Cl)n2n1	u
CCOC(=O)CSC1=C(C#N)C(c2ccco2)C(C(=O)Nc2cccc(C(F)(F)F)c2)=C(C)N1 (stereo not given)	u
COc1ccc(Br)cc1C(=O)NCC1(c2ccccc2)CCOCC1	-7%
CN(CC1CCOCC1)C(=O)CC1C(=O)NCCN1CC(c1ccccc1)c1ccccc1 (stereo not given)	u
Cc1c(C)c2ccc(OCC(=O)NCc3ccc(S(N)(=O)=O)cc3)cc2oc1=O	u
COc1ccc(C(=O)/C=C/c2ccc(C)cc2)c(O)c1	19%
O=C(NC1CCN(c2cc(-c3cccs3)[nH]n2)CC1)c1cccc(OC(F)(F)F)c1	u
COc1ccc(OC)c(NC(=O)CCc2c(C)c3ccc(OC)c(C)c3oc2=O)c1	21%
COc1cc(Cl)c(C)cc1NC(=O)CSC1=NCCS1	9%
Cc1ccc(C(=O)N2CCC(c3noc(C4CC4)n3)C2)cn1 (stereo not given)	12%
O=C1CCCc2cc(S(=O)(=O)N3CCCC(C(=O)NCc4ccc(Cl)cc4)C3)ccc2N1 (stereo not given)	2%

Looked up by structure from the list above (6):
canonical_smiles	KDM5B inh
COc1ccc(C(=O)/C=C/c2ccc(C)cc2)c(O)c1	19%
COc1ccc(Br)cc1C(=O)NCC1(c2ccccc2)CCOCC1	-7%
CCOC(=O)CSC1=C(C#N)C(c2ccco2)C(C(=O)Nc2cccc(C(F)(F)F)c2)=C(C)N1 (stereo not given)	u
O=C(Nc1cc(F)ccc1F)c1cc2nc(-c3ccco3)cc(C(F)(F)Cl)n2n1	u
O=C(NC1CCN(c2cc(-c3cccs3)[nH]n2)CC1)c1cccc(OC(F)(F)F)c1	u
Cc1c(C)c2ccc(OCC(=O)NCc3ccc(S(N)(=O)=O)cc3)cc2oc1=O	u

Next section:
canonical_smiles	KDM5B inh
Cc1cc(C)n(Cc2cccc(C(=O)N[C@@H]3CCNC[C@H]3O)c2)n1	-22%
O=C(O)CC1COCCN1Cc1ccsc1 (stereo not given)	23%
COc1cc2nc(NCCc3ccc(Cl)cc3)n3nc(-c4ccccc4)nc3c2cc1OC	-26%
O=C(NCCc1ccco1)C1CC(=O)N(c2n[nH]c3cc(Br)ccc23)C1 (stereo not given)	u
Cc1occc1C(=O)N1CCC(N2CCCC(C(=O)NCc3ccccn3)C2)CC1 (stereo not given)	-16%
CCCNC(=O)c1cccc(NC(=O)c2ccc(F)cc2)c1	26%
COc1cc(OC)c(NC(=O)NCCn2c(C(F)(F)F)nc3ccccc32)cc1Cl	14%
COc1cccc(CN2CCCC(O)(CN3CCC4(CC3)OCCO4)C2=O)c1 (stereo not given)	1%
Cc1cccc(OCC(=O)OCc2cc(=O)n3nc(C4CC4)sc3n2)c1	-9%
Cc1ccc(-n2nc(C(=O)N3CCN(c4cccc(C(F)(F)F)c4)CC3)c3c4ccccc4n(C)c3c2=O)cc1	-4%
O=C(NC1CCCCCC1)C1CC(c2cccc(F)c2)=NO1 (stereo not given)	15%
CCOc1cccc2cc(S(=O)(=O)c3cccc(Cl)c3)c(=O)oc12	-6%
CCCCCn1nc(C(=O)OCC(=O)NC(C)c2ccccc2)c2ccccc2c1=O (stereo not given)	-13%
CCCNc1ccc(-c2nc(-c3ccncc3)no2)cc1[N+](=O)[O-]	-28%
O=C1CN(C(=O)/C=C/c2ccc(Br)cc2)CCN1	42%
NCCCn1cnc2ccccc21	18%
O=C1CCN(S(=O)(=O)c2cccs2)CCCCCCN1	5%
COc1ccc(-c2cc(N3CCCN(C(=O)c4ccc5nc[nH]c5c4)CC3)n[nH]2)cc1	15%
N/C(=N\NC(=O)c1ccc(Cl)cc1)c1cnccn1	u
Cc1cc2nc(CO[C@H]3CN(C4CCN(C)CC4)C[C@H]3F)[nH]c2cc1C	-27%[86.2 µM]
COC(=O)CNC(=O)Cn1ccc2c(Cl)cccc21	13%
CC(C)c1noc(-c2cn(C3CCCN(C(=O)c4ccncc4)C3)nn2)n1 (stereo not given)	6%
COc1ccccc1-c1cnc(Nc2cccnc2)c2c1CCO2	-13%[86.2 µM]
O=C(N1CCCC(Cc2nc(C3CCOCC3)no2)C1)C1(c2ccccc2)CC1 (stereo not given)	u
COCCSc1nnc(-c2ccc(Cl)cc2)n1-c1ccc(OC)cc1	-8%
CC(=O)Nc1ccc(-n2c(CCC(=O)O)ccc2-c2ccc(Br)cc2)cc1	u
N#Cc1ccc(C(CC(=O)O)N2Cc3ccccc3C2=O)cc1 (stereo not given)	29%
CCOc1cccc(CN2C[C@@H]3C(=O)N(CCN4CCc5ccccc5C4)C(=O)[C@@H]3C2)c1	12%
COc1ccc(N(Cc2cc(CN3CCOCC3)cs2)S(=O)(=O)c2ccc(F)cc2)cc1	-7%
COc1ccc(Cn2ccc3nc(C)c(C(=O)NCc4cccc(OC)c4)cc3c2=O)cc1	u
O=C(c1cccc(F)c1F)N1CCCC2(CCNCC2)CC1	-30%
CC(=O)Nc1ccc(CN2CCn3c(nn(-c4cccc(Cl)c4)c3=O)C2)cc1	-19%[115 µM]
CCOc1ccc(-c2cc(C(=O)NC(C)C)c3ccccc3n2)cc1	u
C=C(C)COc1cccc(C(=O)Nc2ccccc2)c1	-14%
CSc1nc2ccccc2c(=O)n1CC(=O)c1ccc(C)cc1	2%
O/N=C/C(Cl)=C(Sc1ccc(Cl)cc1)Sc1ccc(Cl)cc1	-6%
O=C(O)c1ccc(C(=O)O)c(C(=O)c2ccc(NC(=O)c3ccccc3)cc2)c1	15%
Cc1ccccc1-c1nc(CN2C(=O)CSc3ccc(S(=O)(=O)N4CCCC4)cc32)c(C)o1	10%
Cc1noc(C)c1C(=O)N1CCC2(CC1)CN(C(=O)c1ccc(Cl)cc1)CCO2	21%[115 µM]
CCOc1ccccc1C1NC(=O)N(CC(=O)NCc2ccc(OC)cc2)C2=C1C(=O)OC2 (stereo not given)	-9%
CCOc1ccc2nc(N3CCCC(C(=O)Nc4ccc(Br)c(C)c4)C3)sc2c1 (stereo not given)	-6%
CC1=NN(c2nc(C)cc(C)n2)C(=O)C1Cc1ccc(Br)cc1 (stereo not given)	14%
CCOc1ccc(-c2nnc(SCc3nc4ccccc4o3)o2)cc1	0%

Source: PubChem BioAssay

Not all compounds are listed; count on the stated rates, not on these rows.
